# EBV LMP1 NFkB: reduces LMP1-driven NF-kappaB luciferase signal; LMP1-induced NF-kappaB luciferase reporter cells, luminescence; inhibition, % at 12.5 µM; actives 0.69% (n = 350,000); AID 504558; in the data active means inhibition above about 41%;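 further: 0% = neutral control wells and 100% = reference inhibitor control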
# KKLEB tox: reduces viability of KKLEB cystic fibrosis airway cells. KKLEB CF airway cells viability, ATPlite luminescence, overnight; active compounds read low; cells stimulated with P. aeruginosa culture filtrate. activity change (cytotoxicity), % at 5 µM. actives 0.36% (n = 360,000);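 active means corrected activity change at or below -50% at 5 µM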
# CF NFkB inh: blocks PAF-induced NF-kB reporter in cystic fibrosis cells; KKLEB NF-kB-GFP reporter, GFP fluorescence overnight; actives 0.86% (n = 360,000); AID 588850; inhibition, % at 5 µM;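 active means at least 50% inhibition at 5 µM, scaled per plate between neutral and stimulator controls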;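 further: PAF is a Pseudomonas aeruginosa culture filtrate used as stimulus; plate controls were PAF-stimulated DMSO wells for no effect and unstimulated DMSO wells for full effect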
# NR2E3 ag-1: agonists of human NR2E3 nuclear receptor; CHO-S Gal4-NCOR/VP16-NR2E3 two-hybrid, luciferase; Q9Y5X4; inhibition of corepressor binding, % at 3.98 µM; AID 602229; actives 0.35% (n = 360,000);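 active means inhibition above the mean of all tested compounds plus 3 SD, cut at about 70% in these data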;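 further: 0% = DMSO with NR2E3 transfected cells and 100% = cells lacking NR2E3 construct; higher means lower luciferase signal from less NR2E3 corepressor binding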
# Target sequence (Q9Y5X4 whole entry, looked up, the tested form may be a part): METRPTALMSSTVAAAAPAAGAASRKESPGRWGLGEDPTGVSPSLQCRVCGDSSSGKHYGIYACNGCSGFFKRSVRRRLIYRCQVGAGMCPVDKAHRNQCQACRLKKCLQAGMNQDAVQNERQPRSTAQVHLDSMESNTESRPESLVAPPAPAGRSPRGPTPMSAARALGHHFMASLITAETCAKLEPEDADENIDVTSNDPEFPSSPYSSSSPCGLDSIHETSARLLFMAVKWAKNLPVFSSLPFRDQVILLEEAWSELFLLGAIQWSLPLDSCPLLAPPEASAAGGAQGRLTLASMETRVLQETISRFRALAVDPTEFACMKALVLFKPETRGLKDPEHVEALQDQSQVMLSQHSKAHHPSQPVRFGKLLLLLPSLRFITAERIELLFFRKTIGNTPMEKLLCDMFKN
# C8 TRAIL sens: sensitizes caspase-8 expressing cells to TRAIL. NB7+C8 cells + TRAIL, ATPlite viability luminescence. inhibition (viability loss, TRAIL sensitization), % at 10 µM. actives 1% (n = 360,000);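 active means compounds causing at least 50% loss of cell viability in the single-dose screen, relative to plate controls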
# hiPSC survival: increases survival of single human iPS cells; hiPSC single-cell survival, ATPlite luminescence; 100% = ROCK inhibitor wells, 0% = DMSO; survival enhancement, % at 20 µM; actives 0.044% (n = 360,000); AID 602274; in the data active means survival enhancement above about 18%;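 further: cells exposed to compounds for 16 hours before the ATP read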
# HIF-2a block: HIF-2a inhibition; inhibition, % at 18.8 µM; actives 0.72% (n = 360,000); 786-0 RCC cells HIF-2a reporter, luciferase luminescence, overnight; AID 624352;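 active means inhibition of the luminescence signal of 40% or more relative to plate controls, in a single-dose primary screen at 18.75 µM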
# TRPM1 prom inh: reduces MITF-dependent TRPM1 promoter luciferase signal; SK-MEL-5 TRPM1 promoter luciferase, 24 h; inhibition, % at 12.5 µM; actives 0.83% (n = 330,000); AID 488899;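 active means mean inhibition across replicates of 60% or more, whatever share of single replicates reaches that level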; further: values of inactives mirror those of a sister screen read the other way
# Shn3 inh set2: inhibitors of Schnurri-3 3'UTR reporter in osteoblasts; inhibition, % at 12.5 µM; Clone20 osteoblast Shn3 3'UTR firefly luciferase, 24 h; actives 0.52% (n = 360,000); AID 588674;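 active means mean inhibition of at least 75% with every replicate also reaching 75%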;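 further: 0% = median of neutral control wells and 100% = pilot-screen positive control compound; some compounds past the cut are filed as inactive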
# Peg3 prom inh: inhibitors of Peg3 promoter; actives 1.7% (n = 360,000); HeLa PEG-Prom luciferase reporter, luminescence, overnight; inhibition, % at 20 µM;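 active means inhibition of at least 50% at 20 µM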
# NR2E3 ag-2: activates human photoreceptor nuclear receptor NR2E3. actives 0.12% (n = 320,000). AID 2300. GST-NR2E3/biotin-RetCOR TR-FRET, 1536-well. Q9Y5X4. inhibition of corepressor binding, % at 4.78 µM;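 active means percent inhibition above the cutoff of mean plus 3 SD of all tested compounds, set per screening campaign, cut at about 20% in these data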;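 further: 0% = DMSO wells and 100% = biotin wells as full block of FRET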
#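 Material: NR2E3–RetCOR corepressor complex / Incubation: Compound–protein incubation for 5 h at 4 °C / Dosing: compound at 4.8 µM, single dose / Detection: time-resolved FRET / Benchmarks: high control biotin, low control 0.6% DMSO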
# Active calls of the source: *; x = no result given. An excerpt; count on the stated rates, not on these rows.
SMILES,EBV LMP1 NFkB,KKLEB tox,CF NFkB inh,NR2E3 ag-1,C8 TRAIL sens,hiPSC survival,HIF-2a block,TRPM1 prom inh,Shn3 inh set2,Peg3 prom inh,NR2E3 ag-2
CC1(C(=O)Nc2ccc(Cl)c(Cl)c2)CCN1CCc1ccccc1 (configuration not stated),x,9,2,-22,6,-0.6,12,x,-14,3,x
COc1ccc(NC2CCCN(C(=O)CCn3cccn3)C2)cc1 (configuration not stated),-3,-2,-20,7,-15,-0.5,1,-2,-11,17,0
CCOc1ccccc1NC(=O)C1CCCN(S(=O)(=O)c2c(C)[nH]c(=O)[nH]c2=O)C1 (configuration not stated),-10,-6,-5,-25,8,0.6,5,5,13,3,-1
C=CCNC(=O)COc1cc(C)ccc1C,1,-1,0,-15,-3,-2.2,15,-13,-10,4,2
COc1ccc(-c2nc3ncccc3n2O)cc1,-4,0,-21,-13,10,-0.2,-35,3,-6,-20,-3
COc1cccc(C(=O)Nc2ccc(C3CC3(Cl)Cl)cc2)c1 (configuration not stated),-35,-16,-10,-118,49*,-3.4,-258,-68,-9,-248,0
C/C(=C\c1ccccc1)CN1CCC(C(=O)N2CCCCC2)CC1,7,-8,16,-20,-7,1.3,1,1,3,-4,1
CC(C)CC1NC(=O)N(CC(=O)Nc2ccc(OC(F)F)cc2)C1=O (configuration not stated),0,-1,-25,13,-6,-0.2,1,0,1,-12,x
CC1(C)c2ccccc2-c2nc3ccccc3cc2C1N1CCOCC1 (configuration not stated),12,2,24,-6,15,7.4,17,-3,8,26,x
Cc1ccc(OCC(=O)N2CC(C)CC(C)C2)c([N+](=O)[O-])n1 (configuration not stated),2,4,18,-7,-6,-2.4,1,-2,-24,9,x
Cc1ccc(S(=O)(=O)Nc2nc(-c3ccc(F)cc3)cs2)cc1,-4,-5,3,9,2,-0.9,13,-4,-6,19,1
Cc1cc(C)c2c(N)c(C(=O)c3ccc(Cl)c(Cl)c3)sc2n1,-20,8,-33,21,-7,-1.3,-13,-4,12,24,0
CC(=O)Nc1ncc(Cc2cccc(Cl)c2Cl)s1,0,0,28,-18,2,1.1,-7,-18,3,9,0
O=C(COc1ncnc2ccccc12)NC1CCCCC1,5,-23,11,-9,-9,0.2,-19,1,-14,-7,x
CCN(C[C@H]1N[C@@](C)(C(=O)OC)[C@H]2C(=O)N(Cc3ccccc3)C(=O)[C@@H]12)C(=O)c1ccc(C)cc1,-2,20,-9,5,-2,-0.7,-2,7,11,-11,x
Cc1nc(N)c(Cc2ccc(Cl)cc2Cl)c(N)n1,9,2,8,-20,3,-0.1,11,2,58,18,-1
N#CC[C@H](Cc1ccccc1)N1CC[C@@H](O)CCC1=O,-6,7,-5,-35,18,0.2,15,-1,-24,-5,2
CN(CC(=O)Nc1ccccc1C(F)(F)F)C(=O)COc1ncnc2ccccc12,-4,-1,15,-60,-5,-0.1,12,-3,-7,1,1
O=C(O)C1CCCN1S(=O)(=O)c1cccc(S(=O)(=O)N2CCCC2C(=O)O)c1 (configuration not stated),3,6,-21,9,2,-2.5,12,-8,-16,8,0
CCOc1ccc(-c2cnc3n2CCCCC3)cc1,4,10,8,-2,23,-0.3,-16,4,-2,6,2
COC(=O)[C@H](CC(C)C)NS(=O)(=O)N(Cc1ccccc1)[C@@H](CC(C)C)C(=O)OC,3,-6,14,14,4,-1.8,4,-1,7,-7,-4
CC(=O)c1cc(F)ccc1OCC(=O)N1CCCc2ccccc21,-15,3,7,-39,5,-0.4,-55,0,-1,-25,4
COCCCN1C(=O)C(=O)/C(=C(/O)c2ccc(S(=O)(=O)N3CCCCC3)cc2)C1c1cccc(OC)c1 (configuration not stated),x,-9,10,-23,2,0.3,1,10,-14,9,-1
NS(=O)(=O)c1ccc(NC(=O)COC(=O)c2c3c(nc4ccccc24)/C(=C\c2ccc4c(c2)OCO4)CCC3)cc1,-25,1,6,3,14,2.4,-53,-17,7,27,2
Cc1ccc(C(=O)NCCc2ccc(S(=O)(=O)N3CCCC3)cc2)cc1,-4,2,2,9,-7,0.6,-9,1,6,3,-4
# The list goes on:
SMILES,EBV LMP1 NFkB,KKLEB tox,CF NFkB inh,NR2E3 ag-1,C8 TRAIL sens,hiPSC survival,HIF-2a block,TRPM1 prom inh,Shn3 inh set2,Peg3 prom inh,NR2E3 ag-2
Cc1ccc(C(=O)COC(=O)CCN2C(=O)C3C4C=CC(C5CC45)C3C2=O)cc1 (configuration not stated),5,6,0,3,-14,0.5,2,7,5,8,-2
Cc1cc(C(=O)Nc2ccc3c(c2)CCC3)c2ccccc2n1,-2,20,4,-26,3,0.0,-16,8,0,3,1
Cc1cc(C)cc(OCC(=O)OCC(=O)Nc2cc(S(=O)(=O)N3CCOCC3)ccc2Cl)c1,2,5,-16,8,10,-0.6,11,-1,1,19,x
O=C(CN(CC1CCCO1)C(=O)CNS(=O)(=O)c1ccc(F)cc1)NCc1ccc(F)cc1 (configuration not stated),-9,2,2,-21,-21,-0.5,9,7,-4,5,1
O=C(O)c1ccc(-c2nc(-c3ccc(Cl)cc3)cs2)cc1,-36,-4,11,-166,12,-0.1,-251,-111,-104,-260,x
C=CCOn1c(=O)c(-c2cccs2)[n+]([O-])c2ccccc21,9,-4,-15,-13,5,-3.2,-106,-3,-16,-67,1
O=C(Nc1ccc(S(=O)(=O)N2CCCCCC2)cc1)c1[nH]ncc1[N+](=O)[O-],2,-12,70*,2,36,-0.5,40*,70*,3,-21,5
CCn1c(C2CCN(S(=O)(=O)c3ccc(OC)cc3)CC2)n[nH]c1=S,6,5,-3,8,1,-0.2,6,11,8,17,-1
C=CCN=C1SCC(=O)N1S(=O)(=O)c1ccc(C)cc1,-9,4,-4,2,17,-2.0,17,3,27,5,-2
CC1(C)CC(=O)C2=C(C1)N(c1ccccc1)C(N)=C(C#N)C2c1ccccc1 (configuration not stated),-1,0,4,9,-17,-0.7,-14,-2,5,9,-3
CCOc1ccc(/C=N/n2c(C)nnc2C)cc1OC,-4,-5,-15,-12,4,0.1,10,7,12,2,0
CC(=O)c1cccc(NS(=O)(=O)c2c(C)n[nH]c2C)c1,-10,9,0,16,-7,-3.0,7,12,4,23,-1
O=C(NNC(=O)C(c1ccccc1)c1ccccc1)c1ccccc1O,23,9,-13,21,3,4.9,10,x,19,7,x
CN1C(=O)C2(C(C#N)=C(N)N(c3ccc(Cl)cc3)C3=C2C(=O)CC(C)(C)C3)c2ccccc21 (configuration not stated),-5,1,3,-18,-6,4.7,10,3,10,16,3
CCCc1nn(CCc2ccccn2)c(N)c1CC,-3,1,-4,-11,-6,0.4,11,5,-9,4,-4
CCOC(=O)N1C2CCC(C2)N1C(=O)OCC,-9,10,-13,-24,8,0.9,-1,-3,93*,0,x
O=C(/C=C/Sc1ccc(C(F)(F)F)cn1)c1ccccc1,-7,-3,-18,-11,25,4.0,-12,41,31,96*,-2
Cc1[nH]n(-c2ccccc2)c(=O)c1C(=O)c1ccccc1,4,-7,12,-18,-8,-0.6,-75,-16,0,-38,1
COc1cccc(COc2ncnc3sccc23)c1,0,12,-9,-30,-27,0.3,12,1,39,13,0
Cc1ccc(S(=O)(=O)N2CCN(C3CC(=O)N(CCc4ccccc4)C3=O)CC2)cc1C (configuration not stated),11,-1,-5,13,-6,-0.9,-8,14,31,10,1
CC(=O)Nc1ccc(-c2ccnc3c2CC(C)(C(=O)Nc2ccc(Cl)c(C(F)(F)F)c2)O3)cc1 (configuration not stated),x,-7,-52,25,-4,-2.5,-25,x,28,18,x
OCCNc1nc(Nc2ccc(Cl)c(Cl)c2)nc2ccccc12,21,-24,88*,-15,24,0.6,-150,-8,37,31,0
O=C(CSc1cccc[n+]1[O-])Nc1cc2c(cc1Cl)C(=O)c1ccccc1C2=O,-34,2,-135,-113,-6,0.2,-202,-8,-65,-262,-1
CC(C)N(C(=O)CSc1ccc(S(=O)(=O)N2CCCCC2)cn1)c1ccccc1,-6,-17,12,17,13,-0.4,16,16,10,16,3
COc1cccc(CN2CC(C(=O)N3CCCCCC3)CCC2=O)c1 (configuration not stated),-4,-6,5,0,-1,-0.4,-20,-3,3,-11,-3
C[C@@H](O)CNC(=O)c1[nH]cnc1C(=O)Nc1ccc(CNC(=O)OC(C)(C)C)cc1,7,8,-7,-11,-14,-1.1,10,x,-1,28,x

# Shown with values under each structure: eleven of the compounds above
# Results follow in this order: EBV LMP1 NFkB	KKLEB tox	CF NFkB inh	NR2E3 ag-1	C8 TRAIL sens	hiPSC survival	HIF-2a block	TRPM1 prom inh	Shn3 inh set2	Peg3 prom inh	NR2E3 ag-2
> CN1C(=O)C2(C(C#N)=C(N)N(c3ccc(Cl)cc3)C3=C2C(=O)CC(C)(C)C3)c2ccccc21 (configuration not stated)
    -5	1	3	-18	-6	4.7	10	3	10	16	3
> CCCc1nn(CCc2ccccn2)c(N)c1CC
    -3	1	-4	-11	-6	0.4	11	5	-9	4	-4
> CCOC(=O)N1C2CCC(C2)N1C(=O)OCC
    -9	10	-13	-24	8	0.9	-1	-3	93*	0	x
> O=C(/C=C/Sc1ccc(C(F)(F)F)cn1)c1ccccc1
    -7	-3	-18	-11	25	4.0	-12	41	31	96*	-2
> Cc1[nH]n(-c2ccccc2)c(=O)c1C(=O)c1ccccc1
    4	-7	12	-18	-8	-0.6	-75	-16	0	-38	1
> COc1cccc(COc2ncnc3sccc23)c1
    0	12	-9	-30	-27	0.3	12	1	39	13	0
> Cc1ccc(S(=O)(=O)N2CCN(C3CC(=O)N(CCc4ccccc4)C3=O)CC2)cc1C (configuration not stated)
    11	-1	-5	13	-6	-0.9	-8	14	31	10	1
> CC(=O)Nc1ccc(-c2ccnc3c2CC(C)(C(=O)Nc2ccc(Cl)c(C(F)(F)F)c2)O3)cc1 (configuration not stated)
    x	-7	-52	25	-4	-2.5	-25	x	28	18	x
> OCCNc1nc(Nc2ccc(Cl)c(Cl)c2)nc2ccccc12
    21	-24	88*	-15	24	0.6	-150	-8	37	31	0
> O=C(CSc1cccc[n+]1[O-])Nc1cc2c(cc1Cl)C(=O)c1ccccc1C2=O
    -34	2	-135	-113	-6	0.2	-202	-8	-65	-262	-1
> CC(C)N(C(=O)CSc1ccc(S(=O)(=O)N2CCCCC2)cn1)c1ccccc1
    -6	-17	12	17	13	-0.4	16	16	10	16	3

# Source: PubChem BioAssay (several laboratories)
